Cycloheximide cs = counter-screen hit for Shiga toxin inhibitors, cycloheximide | max response, % | 300,000 compounds, 12% hits | AID 2314 | cell reporter, cycloheximide protein synthesis inhibition counterscreen; in the data active = max response mostly above about 13%, no sharp cut-off; inactive = mostly below about 14%; also: read at 38.3 µM for the half of the compounds with a filed dose; 0% is about no effect
Shiga toxin inh = blocks Shiga toxin action in Vero cells; AID 2315; Vero cells, Shiga toxin protein synthesis inhibition reporter; inhibition, % at 38.7 µM; 290,000 compounds, 9.2% hits; in the data active = inhibition mostly above about 28%, no sharp cut-off; inactive = mostly below about 43%; also: 0% is about no effect
Tb PYK inh = inhibitors of Trypanosoma brucei pyruvate kinase | Q57TT1 | Potency, µM (doses to about 76.8 µM), for inactives: at the highest dose activity, negative = inhibition, usual class: inhibitors | TbPYK enzyme, Kinase-Glo Plus ATP luminescence, 45 min | AID 624173 | 410,000 compounds, 0.12% hits; also: potency is read from the fitted curve at half-maximal effect; % is scaled to controls: 0 for no effect and ±100 for the full control effect; nearly all actives have a fitted effect of over 50% in size
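T. brucei PYK with substrate was exposed to pin-transferred compounds across a concentration series, then started with 130 uM ADP (final). After 45 min at room temperature, Kinase-Glo Plus luminescence was read, normalized and curve-fitted.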
LmPK inh = blocks Leishmania mexicana pyruvate kinase activity; purified LmPK, Kinase-Glo ATP luminescence, 1 h; Potency, µM (highest dose often 57.5 µM), for the others: at the top dose activity change, negative = inhibition, most hits filed as inhibitors; 290,000 compounds, 0.37% hits; AID 1721; also: potency is read from the fitted curve at half-maximal effect; % is scaled to controls: 0 for no effect and ±100 for the full control effect
Target sequence (Q27686 whole entry, looked up): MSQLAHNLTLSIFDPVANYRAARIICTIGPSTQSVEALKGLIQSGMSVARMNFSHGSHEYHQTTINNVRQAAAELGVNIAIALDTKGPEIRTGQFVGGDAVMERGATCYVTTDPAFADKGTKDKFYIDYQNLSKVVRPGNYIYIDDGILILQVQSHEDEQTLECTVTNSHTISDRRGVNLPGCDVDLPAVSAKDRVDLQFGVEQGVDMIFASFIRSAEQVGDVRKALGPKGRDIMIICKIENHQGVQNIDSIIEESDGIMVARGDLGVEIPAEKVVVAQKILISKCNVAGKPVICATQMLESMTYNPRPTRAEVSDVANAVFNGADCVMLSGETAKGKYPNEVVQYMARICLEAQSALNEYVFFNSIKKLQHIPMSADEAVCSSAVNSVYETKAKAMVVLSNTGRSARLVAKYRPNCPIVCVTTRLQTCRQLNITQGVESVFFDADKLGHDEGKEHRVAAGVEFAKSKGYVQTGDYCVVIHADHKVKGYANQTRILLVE
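ATP generated from ADP (0.1 mM) and PEP (0.5 mM) by 0.1 nM LmPK over 1 h at room temperature (pH 7.2 imidazole buffer) was detected by coupled luciferase luminescence. Values were normalized to uninhibited and no-enzyme wells.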
Pf growth 48h = P. falciparum growth inhibition at 48 hours (one generation); P. falciparum luciferase growth in erythrocytes, 48 h; Potency, µM (highest dose often 28.7 µM), for the others: at the highest dose activity change, negative = inhibition, most hits filed as inhibitors; 310,000 compounds, 5.9% hits; AID 504832; also: potency is read from the fitted curve at half-maximal effect; % is scaled to controls: 0 for no effect and ±100 for the full control effect
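A one-generation exposure of luciferase-tagged malaria parasites in RPMI 1640/Albumax erythrocyte culture, 37 C and 5% CO2. Inhibition is inferred from decreased luminescence after adding detection reagent.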
Pf growth 96h = P. falciparum growth inhibition at 96 hours; P. falciparum luciferase reporter growth, 96 h; Potency, µM (titrated, usually from 28.7 µM), without a hit: top-dose activity change, negative = inhibition, usual class: inhibitors; 320,000 compounds, 6.9% hits; AID 504834; also: potency is read from the fitted curve at half-maximal effect; % is scaled to controls: 0 for no effect and ±100 for the full control effect
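Erythrocytes infected with luciferase-expressing P. falciparum were dispensed at 2% hematocrit and 0.05% parasitemia (final), then incubated with compounds 96 hours at 37 C in 5% CO2. Luminescence after detection reagent addition reported growth.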
AMA1 RON2 block = AMA1-RON2 (P. falciparum) interaction inhibition. AlphaScreen AMA1-biotinylated RON2 peptide binding. AID 720542. Potency, µM (doses to about 58.2 µM), without a hit: at the highest dose activity change, negative = inhibition, actives largely listed as inhibitors. 360,000 compounds, 0.2% hits;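 also: potency is read from the fitted curve at half-maximal effect; 0% = vehicle wells and -100% = peptide control; nearly all actives have a fitted effect of over 45% in size; some results filed as inactive show a strong effect at the top dose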
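AMA1 (3D7) with his tag at 25 nM final met compounds first, then biotinylated RON2 peptide at 25 nM; detection used donor plus acceptor beads, 10 µg/mL apiece, read by AlphaScreen after 30 min at room temperature.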
The depositor's hits bear a star; ? = inconclusive; · = no result given; [ ] = another dose, or the depositor's remark. Unless noted, calls follow the shape of the dose curve; as a rule, active = well fitted curve in the direction sought with a large enough effect; inconclusive = small, poorly fitted or top-dose-only effect, or another doubt; inactive = no such curve, though single readings can be large; an effect the other way counts as inactive or inconclusive.

SMILES	Cycloheximide cs	Shiga toxin inh	Tb PYK inh	LmPK inh	Pf growth 48h	Pf growth 96h	AMA1 RON2 block
CCOP(=O)(OCC)C(O)c1cccnc1 (centres undefined)	-2	9	5%	4%	5%	23%	-11%
CCN(CC)c1ccc(/C=N/N2CCN(Cc3ccccc3Cl)CC2)cc1	0	-7	-2%	-1%	-7%	-30%	?
Cn1nc(NC(=O)CC23CC4CC(CC(C4)C2)C3)c2c(F)cccc21	-1	-1	2%	-8%	?	?	13%
CC(=O)c1ccc(NC(=O)c2ccc(S(=O)(=O)c3ccccc3)cc2)cc1	11	19	1%	2%	?	25%	-23%
Cc1ccc(CCNC(=O)c2cc(S(=O)(=O)N3CCOCC3)cn2C)cc1	-1	-3	-1%	-4%	5%	-9%	3%
O=C(Cc1ccc(-c2ccccc2)cc1)NCCN1CCOCC1	-3	19	-2%	-8%	3%	8%	-8%
C=CCn1c(CSCc2ccccc2)nnc1SCC(=O)N1CCN(c2ccccc2)CC1	5	-9	-2%	1%	-26%	?	-14%
CCOC(=O)c1cnc2c(Cl)cccc2c1NCCN(C)C	15	-17	2%	-3%	-7%	?	-8%
O=c1[nH]c2cnccc2n1-c1ccccc1	17	37	-6%	-5%	18%	20%	1%
Cc1ccc(C(=O)OCC(=O)N(C)c2ccccc2)cc1C	10	8	5%	-2%	14%	32%[activator]	-21%
CCC[C@@H]1C[C@@]1(CCC)[C@@H](NC(=O)c1ccccc1)c1ccc(C(=O)OC)cc1	19	60	-1%	0%	?	?	1%
COc1ccc(Br)c(-c2nnc(CS(=O)(=O)c3ccccc3)o2)c1	36*	89*	-3%	0%	82%[activator]	29%	-9%
CCOC(=O)c1ccc(NC(=O)CSc2nnc(C3CCCCC3)n2C)cc1	-2	7	5%	5%	6.6µM*	8.3µM*	9%
COc1cccc(/C=N/NC(=O)CC(=O)NCCc2ccccc2)c1OC	1	6	-5%	1%	-5%	0%	0%
CCCOCCOC(=O)C1=C(C)NC(=O)NC1c1cc(Cl)c(O)c(OC)c1 (centres undefined)	-2	-6	-4%	2%	10%	4%	-2%
COc1ccc(CC(=O)Nc2ccc(C)c(S(=O)(=O)N3CCCCCC3)c2)cc1	·	·	-10%	·	?	8%	-1%
CCCC(=O)NCCc1cc2ccc(C)c(C)c2[nH]c1=O	-1	7	4%	-5%	19%	51%[activator]	9%
CC1CCCCN1CCCNC(=O)c1ccc(NC(=O)C2=CSCCO2)cc1 (centres undefined)	1	3	1%	3%	9%	?	1%
O=C(NCCOCCNC(=O)OCc1ccccc1)OCc1ccccc1	6	-9	-2%	8%	2%	0%	0%
CS(=O)(=O)c1ccc(Cl)c(NC(=O)COC(=O)c2cccc(S(=O)(=O)N3CCCC3)c2)c1	·	·	0%	·	-14%	36%[activator]	-5%
Cc1cc(-c2nnc(SCC(=O)Nc3cccc(F)c3)n2N)n[nH]1	17	12	-14%	5%	-21%	?	7%
CCc1cc2c(C)cc(=O)oc2cc1Oc1ncccc1[N+](=O)[O-]	-3	-3	·	-4%	?	182%[activator]	·
CC(C)=C(NC(=O)c1ccco1)C(=O)NCCc1nc2ccccc2[nH]1	-3	7	-3%	-3%	9%	·	8%
CC(=O)C1=C(C)Nc2ncnn2C1c1ccccc1F (centres undefined)	-5	2	-4%	1%	·	17%	-5%
Cc1cc(C)cc(N(CC(=O)NC2CCCC2)C(=O)CNC(=O)c2ccco2)c1	-5	18	-2%	-1%	2%	?	6%

Laid out differently: results already given
Second line of a record: Cycloheximide cs, Shiga toxin inh, Tb PYK inh, LmPK inh, Pf growth 48h, Pf growth 96h, AMA1 RON2 block
CC1CCCCN1CCCNC(=O)c1ccc(NC(=O)C2=CSCCO2)cc1 (centres undefined)
    1, 3, 1%, 3%, 9%, ?, 1%
O=C(Cc1ccc(-c2ccccc2)cc1)NCCN1CCOCC1
    -3, 19, -2%, -8%, 3%, 8%, -8%

(continued)
SMILES	Cycloheximide cs	Shiga toxin inh	Tb PYK inh	LmPK inh	Pf growth 48h	Pf growth 96h	AMA1 RON2 block
CC(=O)Nc1scc(-c2ccccc2)[n+]1-c1ccc(C)cc1	9	-5	1%	3%	6%	50%[activator]	6%
COC(=O)c1c(NC(=O)c2ccccc2)sc(C(=O)c2ccccc2)c1C	2	-13	4%	-2%	?	9.3µM*	1%
CSc1nc(-c2ccccc2)c(C#N)c(=O)n1C	-5	-11	0%	2%	-12%	18%	0%
CCOC(=O)c1cn2c(C)cccc2n1	9	22	9%	-4%	23%	1%	35%[activator]
COc1ccc(NC(=O)N2CCCC2C(=O)NCCc2ccccc2)cc1 (centres undefined)	1	35	-4%	2%	64%[activator]	220%[activator]	7%
COc1cc(OC)cc(-c2c(-c3ccsc3)c3cc(Br)ccc3n2C)c1	·	·	1%	·	?	?	18%
Cc1ccc(NC(=O)NC2CC(=O)N(c3ccc4c(c3)OCCO4)C2)c(C)c1 (centres undefined)	·	·	2%	·	?	-13%	-6%
Cc1cc(OCC(=O)NNC(=O)c2cccs2)ccc1Br	-3	13	3%	2%	28%	?	5%
COC(=O)N/N=C\c1cc2c(cc1Br)OCO2	19	30	-26%	-9%	40%[activator]	11%	9%
CC(=O)c1ccc(NC(=O)Cn2cnc(S(=O)(=O)N3CCCCC3)c2)cc1	3	-2	4%	-3%	-6%	-19%	13%
CC(=O)OCCN(CCCn1c(-c2ccncc2)nc2ccccc21)c1nc(-c2ccc(C)cc2)cs1	-1	-2	-3%	-2%	?	?	-14%
CN(CC(=O)Nc1ccccc1C(F)(F)F)C(=O)c1cc(Cl)nc2ccccc12	·	·	-3%	·	19%	?	63%[activator]
CCOc1cc2[nH]c(=S)n(CCC(=O)NCc3ccc(OC)cc3)c(=O)c2cc1OCC	-2	-11	-1%	3%	15%	19%	49%[activator]
O=C(NCC(=O)N1CCN(c2ccccc2O)CC1)c1ccc(Br)o1	·	·	2%	·	-5%	-16%	-14%
Cc1sc2nc(CSCC(=O)N(C)c3ccccc3)[nH]c(=O)c2c1C	-1	-2	-3%	2%	?	?	4%
CCc1ccc(CN(C)Cc2nc(Cc3cccc(C(F)(F)F)c3)no2)nc1	5	10	2%	6%	?	1%	6%
O=C(/C=C/c1ccc(OC(F)F)cc1)OCC(=O)N1CCN(C(=O)c2ccco2)CC1	-1	-11	2%	-3%	4%	17%	14%
CC(C)(C)C(=O)N1CCC(O)(CS(=O)(=O)c2ccc(Cl)c(Cl)c2)CC1	-2	-7	3%	0%	170%[activator]	22%	-1%
Cc1oc2c(c(C)cc3oc(=O)c(CC(=O)N[C@H](C(=O)O)C(C)C)c(C)c32)c1C	-2	2	6%	-3%	-23%	-9%	-2%
Cc1c(C(=O)Nc2cccc(Cl)c2)oc2ccc(S(=O)(=O)N3CCC4(CC3)OCCO4)cc12	0	18	1%	1%	0%	12%	-1%
COc1ccccc1-n1c(C)nnc1SCC(=O)NCc1ccccc1	1	-14	2%	-1%	5%	-2%	?
O=C(Nc1nc(-c2ccc3c(c2)OCO3)cs1)C1CC1	44*	66*	-10%	-3%	65%[activator]	94%[activator]	-4%
NC(=O)Cc1nc2scc(-c3ccc(Cl)cc3)c2c(=O)[nH]1	-2	1	-7%	-1%	4%	31%	15%
O=C(O)c1ccc(NCc2cccnc2)cc1	7	12	-1%	-1%	13%	·	-9%
O=C(O)CCCN1C(=O)NC2NC(=O)NC21 (centres undefined)	0	-13	9%	2%	0%	?	12%
The results go on:
SMILES	Cycloheximide cs	Shiga toxin inh	Tb PYK inh	LmPK inh	Pf growth 48h	Pf growth 96h	AMA1 RON2 block
CC(C)C[C@H](NC(=O)c1nc[nH]c1C(=O)N1CCNCC1)C(=O)OCc1ccccc1	·	·	3%	·	13%	0%	0%
O=C(NNC(=O)c1ccc2ncccc2c1)c1ccc(Cl)cc1	1	17	1%	-5%	15%	22%	14%
CCOC(=O)C1CCN(C(=O)CCC(=O)NNc2nc3ccccc3c3nc(C)nn23)CC1	1	15	6%	-1%	?	?	15%
O=S(=O)(c1ccc2oc(=S)[nH]c2c1)N1CCCCC1	-2	-9	?	1%	-6%	0%	25%
CCCCCC1CC(COc2ccccc2)OC1=O (centres undefined)	-3	-11	1%	0%	8%[0.00184 µM]	35%[activator]	16%
COc1cc2c(cc1OC)C(c1ccccc1)N(C(=O)CSCC(=O)O)CC2 (centres undefined)	-6	13	1%	3%	-29%	?	-3%
COc1ccc(CCNC(=S)Nc2cccc3ccccc23)cc1	-2	20	-6%	-1%	-25%	45%[activator]	-3%
COc1cc(OC)cc(-c2nc(SCC(=O)Nc3ccccc3F)n[nH]2)c1	-2	-11	0%	-11%	20%	?	-10%
N#CC1=C(N)N(c2ccccc2)C2=C(C(=O)CCC2)C1c1ccccc1 (centres undefined)	7	21	3%	-4%	?	2.1µM*	31%[activator]
O=C(O)c1cccc(S(=O)(=O)Nc2ccccc2-c2ccccc2)c1	-7	-13	6%	-4%	4%	7%	7%
Cc1ccc(S(=O)(=O)Nc2nc(C)c(C(=O)Nc3ccccc3)s2)cc1	-5	4	4%	2%	11%	15%	-5%
COc1ccc(NC(=O)CSC2CC(=O)N(c3ccc4c(c3)OCCO4)C2=O)cc1 (centres undefined)	-1	9	-2%	-1%	15%	·	-3%
O=C(c1ccc2snnc2c1)N1CCOCC1	0	-17	1%	3%	0%	8%	-11%
COc1cccc(-n2cnc3cccc(N)c32)c1	9	-12	1%	-3%	1%	3%	18%

Structures listed so far containing an NH in an aromatic ring, in the order listed:
SMILES	Cycloheximide cs	Shiga toxin inh	Tb PYK inh	LmPK inh	Pf growth 48h	Pf growth 96h	AMA1 RON2 block
O=c1[nH]c2cnccc2n1-c1ccccc1	17	37	-6%	-5%	18%	20%	1%
CCCC(=O)NCCc1cc2ccc(C)c(C)c2[nH]c1=O	-1	7	4%	-5%	19%	51%[activator]	9%
Cc1cc(-c2nnc(SCC(=O)Nc3cccc(F)c3)n2N)n[nH]1	17	12	-14%	5%	-21%	?	7%
CC(C)=C(NC(=O)c1ccco1)C(=O)NCCc1nc2ccccc2[nH]1	-3	7	-3%	-3%	9%	·	8%
CCOc1cc2[nH]c(=S)n(CCC(=O)NCc3ccc(OC)cc3)c(=O)c2cc1OCC	-2	-11	-1%	3%	15%	19%	49%[activator]
Cc1sc2nc(CSCC(=O)N(C)c3ccccc3)[nH]c(=O)c2c1C	-1	-2	-3%	2%	?	?	4%
NC(=O)Cc1nc2scc(-c3ccc(Cl)cc3)c2c(=O)[nH]1	-2	1	-7%	-1%	4%	31%	15%
CC(C)C[C@H](NC(=O)c1nc[nH]c1C(=O)N1CCNCC1)C(=O)OCc1ccccc1	·	·	3%	·	13%	0%	0%
O=S(=O)(c1ccc2oc(=S)[nH]c2c1)N1CCCCC1	-2	-9	?	1%	-6%	0%	25%
COc1cc(OC)cc(-c2nc(SCC(=O)Nc3ccccc3F)n[nH]2)c1	-2	-11	0%	-11%	20%	?	-10%
